Source: PubChem BioAssay
Nrf2 ARE act: qHTS of Nrf2 Activators. Potency, µM (doses to about 46.1 µM), inactives show top-dose activation, usual class: activators. AID 624171, 2012. 410,000 compounds, 0.31% hits. AREc32 ARE-luciferase reporter (MCF7-derived line), luminescence, 24 h; also: potency is read from the fitted curve at half-maximal effect; % of control where 0% means no effect; nearly all actives have a fitted effect of over 65% in size
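Each well held 1000 AREc32 cells, which were incubated with compound for 24 hr at 37 deg C after overnight attachment, and ARE reporter activity was quantified by firefly luciferase luminescence.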
CCT chaperon mod: High-Throughput Screening for Modulators of Cytosolic Chaperonin Activity. purified chaperonin ATPase assay, HTRF ADP detection, 30 min. activity change, % (concentration not given with the values), hits read low. 360,000 compounds, 0.3% hits; in the data active = activity change below about -30%; also: % is scaled to controls: 0 for no effect and ±100 for the full control effect
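Enzyme 40 or 20 nM (batch-dependent) in Tris pH 7.4/KCl/MgCl2/DTT; cpd 76 uM single point; ATP 10 uM; 30 min 37 °C; Transcreener ADP HTRF detection, 30 min RT; ratio 665/615.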
EPAC2 antagonist: qHTS for Antagonist of cAMP-regulated guanine nucleotide exchange factor 2 (EPAC2): primary screen. EPAC2 GEF exchange of Rap1B-BODIPY-GDP, fluorescence. Potency, µM (doses to about 114 µM), inactives show top-dose activity, negative = inhibition, hits mostly inhibitors. 360,000 compounds, 0.18% hits; also: potency is read from the fitted curve at half-maximal effect; % is scaled to controls: 0 for no effect and ±100 for the full control effect; nearly all actives have a fitted effect of over 45% in size; many of its hits are not listed in these tables
Target sequence (Q8WZA2 whole entry, looked up): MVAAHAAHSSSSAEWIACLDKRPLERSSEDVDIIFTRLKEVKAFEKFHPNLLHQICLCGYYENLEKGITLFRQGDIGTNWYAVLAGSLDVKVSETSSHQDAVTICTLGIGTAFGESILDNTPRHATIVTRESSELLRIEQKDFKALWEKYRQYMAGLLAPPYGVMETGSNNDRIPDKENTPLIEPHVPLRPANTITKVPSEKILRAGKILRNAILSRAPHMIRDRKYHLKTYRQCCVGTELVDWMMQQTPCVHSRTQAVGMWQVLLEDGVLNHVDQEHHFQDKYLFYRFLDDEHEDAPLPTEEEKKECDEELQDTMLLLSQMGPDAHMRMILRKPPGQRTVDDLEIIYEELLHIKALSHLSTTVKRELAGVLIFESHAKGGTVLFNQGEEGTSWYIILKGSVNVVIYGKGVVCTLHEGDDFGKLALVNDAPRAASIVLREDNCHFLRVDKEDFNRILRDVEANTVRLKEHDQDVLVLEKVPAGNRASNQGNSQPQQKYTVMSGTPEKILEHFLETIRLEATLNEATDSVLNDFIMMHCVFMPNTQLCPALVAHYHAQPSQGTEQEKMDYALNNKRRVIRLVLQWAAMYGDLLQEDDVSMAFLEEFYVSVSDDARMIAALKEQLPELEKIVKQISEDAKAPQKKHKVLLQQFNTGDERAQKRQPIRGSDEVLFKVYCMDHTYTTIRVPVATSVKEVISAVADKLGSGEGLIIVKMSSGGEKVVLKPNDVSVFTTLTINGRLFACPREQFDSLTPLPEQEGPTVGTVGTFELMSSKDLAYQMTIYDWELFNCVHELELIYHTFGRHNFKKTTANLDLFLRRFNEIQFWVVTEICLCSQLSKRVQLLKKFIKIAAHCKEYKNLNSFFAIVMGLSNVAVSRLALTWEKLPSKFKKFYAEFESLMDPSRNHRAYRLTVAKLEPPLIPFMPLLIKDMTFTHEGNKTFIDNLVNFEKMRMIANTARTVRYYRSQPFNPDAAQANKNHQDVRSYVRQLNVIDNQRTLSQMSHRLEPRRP
TGFb SMAD3 inh: qHTS for Inhibitors of TGF-b; 410,000 compounds, 1.2% hits; AID 588855, 2011; HepG2 CAGA-GFP TGF-b/SMAD3 reporter, GFP fluorescence, 18 h; TGF-beta stimulated, 500 pg/mL final; Potency, µM (highest dose often 46.1 µM), for inactives: at the top dose activity, negative = inhibition, usual class: inhibitors; also: potency is read from the fitted curve at half-maximal effect; % is scaled to controls: 0 for no effect and ±100 for the full control effect; nearly all actives have a fitted effect of over 65% in size
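HEPG2 CAGA-GFP cells (1000/well, DMEM with 1% FBS) were pre-incubated 2 h at 37 degrees C, given compound by pin tool, then stimulated with TGF-beta at 500 pg/mL final for 18 h before per-cell GFP fluorescence imaging.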
EPAC2 ag: qHTS for Agonist of cAMP-regulated guanine nucleotide exchange factor 4 (EPAC2): primary screen | Rap guanine nucleotide exchange factor 4 (Homo sapiens), Q8WZA2 | EPAC2 activation, biochemical qHTS; response scale: 100% = 6.5 mM cAMP response | Potency, µM (series often up to 154 µM), for inactives: top-dose activation, usual class: activators | 360,000 compounds, 0.079% hits | AID 720711, 2013; also: potency is read from the fitted curve at half-maximal effect; nearly all actives have a fitted effect of over 50% in size
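Setup: EPAC2 100 nM, labeled Rap1B complex 250 nM, free GDP 50 uM. Compound titrations pinned in, brief spin, 5 min room temperature incubation. Kinetic fluorescence read over 30 min, normalized to 6.5 mM cAMP.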
pAkt inh: HTS Assay for Inhibitors of Akt Phophorylation: Primary Screen; Neuro2A IGF-stimulated pAkt S473 HTRF, 20 min; stronger effect = lower value; AID 651550, 2012; activity change, % for hits at 50 µM; 360,000 compounds, 0.32% hits; in the data active = activity change below about -80%; inconclusive = mostly about -51% to -80%; also: % is scaled to controls: 0 for no effect and ±100 for the full control effect
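Single-point screen (50 µM final compound) in Neuro2A cells stimulated 20 min with 6 nM IGF at 37 deg C. After lysis, Ser473-phosphorylated Akt read by HTRF (ex 330 nm, em 615/665 nm) as the 665/615 ratio.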
Nrf2 inh: Nrf2 qHTS screen for inhibitors. Potency, µM (series often up to 46 µM), inactives show at the top dose activity change, negative = inhibition, hits mostly inhibitors. A549 ARE-Fluc reporter, luciferase luminescence, 18-24 h. AID 504444, 2011. 360,000 compounds, 2.1% hits; also: potency is read from the fitted curve at half-maximal effect; % is scaled to controls: 0 for no effect and ±100 for the full control effect; nearly all actives have a fitted effect of over 60% in size
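Reporter: ARE-Fluc in A549. Exposure: 18-24 h, 37 °C, 5% CO2, 5% FBS OPTI-MEM. Readouts: fluorescent cytotoxicity (CellTiter-Fluor), then luminescent Nrf2 signal after BugLite.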
Mm-Cpn inhibitor: Inhibitors of TCP-1 ring complex (TRiC) of Methanococcus maripaludis (MmCpn): qHTS. Potency, µM (titrated, usually from 76.9 µM), for inactives: top-dose activity, negative = inhibition, usual class: inhibitors. purified Mm-Cpn ATPase, ADP Transcreener TR-FRET. Chaperonin Mm-Cpn (Methanococcus maripaludis). 330,000 compounds, 0.031% hits; also: potency is read from the fitted curve at half-maximal effect; % is scaled to controls: 0 for no effect and ±100 for the full control effect; nearly all actives have a fitted effect of over 80% in size
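Quantitative HTS used 25 nM Mm-CPN and 10 uM ATP in magnesium/KCl Tris buffer, pH 7.4, with 1 mM DTT. Hydrolysis ran 30 min at 37°C; ADP was read by HTRF.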
A549 viability: Nrf2 qHTS screen for inhibitors: counterscreen for cytotoxicity; A549 ARE-Fluc cells, CellTiter-Fluor viability, 18-24 h; Potency, µM (doses to about 46 µM), for the others: at the highest dose activity change, negative = cytotoxicity, actives largely listed as inhibitors; 390,000 compounds, 0.16% hits; also: potency is read from the fitted curve at half-maximal effect; % is scaled to controls: 0 for no effect and ±100 for the full control effect
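A549 ARE-Fluc cells in 5% FBS OPTI-MEM, 5000 cells/well, rested 2 h then exposed to compounds in concentration-response for 18-24 h at 37 °C. Viability by CellTiter-Fluor fluorescence (Ex 405/Em 525) after 30 min; luciferase luminescence (BugLite, 15 min, RT) read afterwards.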
The depositor's hits bear a star; [ ] = another dose, or the depositor's remark. Unless noted, calls follow the shape of the dose curve; as a rule, active = well fitted curve in the direction sought with a large enough effect; inconclusive = small, poorly fitted or top-dose-only effect, or another doubt; inactive = no such curve, though single readings can be large; an effect the other way counts as inactive or inconclusive. These rows are one share of the data; count on the stated rates, not on these rows.

Screening COc1ccc(CCn2c(=N)c(S(=O)(=O)c3ccc(Cl)cc3)cc3c(=O)n4ccccc4nc32)cc1 returned Nrf2 ARE act -0.7%, CCT chaperon mod -0.6, EPAC2 antagonist 5%, TGFb SMAD3 inh 11%, EPAC2 ag -148%[inhibitor], pAkt inh inactive, Nrf2 inh -13%, Mm-Cpn inhibitor -2% and A549 viability 6%.
Screening Cc1ccc(NC(=O)c2ccc(Br)cc2)c(C(=O)c2ccccc2)c1 returned Nrf2 ARE act 6.4%, TGFb SMAD3 inh inconclusive, Nrf2 inh inconclusive and A549 viability 5%.
`COc1ccccc1OCCNC1CCCC1` gave Nrf2 ARE act -0.2%, CCT chaperon mod 0.0, EPAC2 antagonist 6%[57.1 µM], TGFb SMAD3 inh -17%, EPAC2 ag 0%, pAkt inh inactive, Nrf2 inh 5%, Mm-Cpn inhibitor -1% and A549 viability -3%.
For CN1/C(=C\C(=O)CSc2ncn[nH]2)C(C)(C)c2ccccc21 the results were Nrf2 ARE act 0.3%, CCT chaperon mod -6.7, EPAC2 antagonist 5%, TGFb SMAD3 inh -6%, EPAC2 ag 4%, pAkt inh inactive, Nrf2 inh -4%, Mm-Cpn inhibitor 2% and A549 viability 0%.
For CCCCCC(O)CCc1n[nH]c(=S)n1-c1ccccc1 (centres undefined) the results were Nrf2 ARE act 2.4%, CCT chaperon mod 0.3, EPAC2 antagonist -5%, TGFb SMAD3 inh 2%, EPAC2 ag -2%, pAkt inh inactive, Nrf2 inh 6%, Mm-Cpn inhibitor 2% and A549 viability -1%.
For Cc1cccc(OCC(=O)Nc2c(C(=O)Nc3ccc(F)cc3)oc3ccccc23)c1 the results were Nrf2 ARE act 0.8%, TGFb SMAD3 inh -26%, Nrf2 inh 4% and A549 viability 4%.
Cc1cccc(-c2cc3nc(C)cc(C)n3n2)c1 was read as Nrf2 ARE act inconclusive, CCT chaperon mod -1.1, EPAC2 antagonist -24%, TGFb SMAD3 inh 24%, EPAC2 ag 19%, pAkt inh inactive, Nrf2 inh inconclusive, Mm-Cpn inhibitor 1% and A549 viability 10%.
For Cc1nc(=O)c(-c2ccccc2)c(C)n1-c1ccccc1O the results were Nrf2 ARE act -0.4%, CCT chaperon mod -2.0, EPAC2 antagonist 1%, TGFb SMAD3 inh 3%, EPAC2 ag 1%, pAkt inh inactive, Nrf2 inh -7%, Mm-Cpn inhibitor -1% and A549 viability -10%.
For Cc1ccc(-n2c(=O)[nH]cc(C(=O)N3CCc4ccccc43)c2=O)cc1 the results were Nrf2 ARE act -0.7%, CCT chaperon mod -1.2, EPAC2 antagonist 6%, TGFb SMAD3 inh 3%, EPAC2 ag 1%, pAkt inh inactive, Nrf2 inh -6%, Mm-Cpn inhibitor 1% and A549 viability -8%.
For CSc1ccc(NC(=O)Nc2ccccc2C(N)=O)cc1 the results were Nrf2 ARE act 3.6%, CCT chaperon mod 1.1, EPAC2 antagonist 2%, TGFb SMAD3 inh -1%, EPAC2 ag -2%, pAkt inh inactive, Nrf2 inh -1%, Mm-Cpn inhibitor 2% and A549 viability 21%.
`COc1ccc(C(=O)Nc2cc(Cl)ccc2N2CCOCC2)cc1S(=O)(=O)N1CCOCC1` gave Nrf2 ARE act -0.1%, CCT chaperon mod 2.0, EPAC2 antagonist 11%, TGFb SMAD3 inh -7%, EPAC2 ag 8%, pAkt inh inactive, Nrf2 inh -35%, Mm-Cpn inhibitor 0% and A549 viability 4%.
Screening CCCCCC(=O)Nc1cccc(C2=NOC3(C2)C[C@@H](C(N)=O)N(C(=O)C2(C)CC2)C3)c1 (some centres undefined) returned Nrf2 ARE act 0.1%, CCT chaperon mod -1.9, EPAC2 antagonist 0%, TGFb SMAD3 inh 2%, EPAC2 ag 3%, pAkt inh inactive, Nrf2 inh 8%, Mm-Cpn inhibitor 1% and A549 viability 3%.
Cc1ccc(NC(=O)Cn2c(=O)n(Cc3nc(-c4ccccc4)no3)c(=O)c3cc4c(cc32)OCO4)cc1C was read as Nrf2 ARE act -0.3%, TGFb SMAD3 inh -21%, Nrf2 inh 19% and A549 viability -2%.
`N#C/C(=C\c1ccc(OC(=O)c2cccs2)cc1)c1nc2ccccc2[nH]1` gave Nrf2 ARE act 10%, CCT chaperon mod -5.6, EPAC2 antagonist 20%, TGFb SMAD3 inh -6%, EPAC2 ag 1%, pAkt inh inactive, Nrf2 inh 14%, Mm-Cpn inhibitor -1% and A549 viability -2%.
`CC(C)(C)C1CCc2c(sc(NC(=O)c3cccs3)c2C(=O)N2CCCCC2)C1` (centres undefined) gave Nrf2 ARE act -0.3%, CCT chaperon mod -0.5, EPAC2 antagonist 4%, TGFb SMAD3 inh -14%, EPAC2 ag -12%, pAkt inh inactive, Mm-Cpn inhibitor 1% and A549 viability inconclusive.
Screening N=C1S/C(=C\c2cccc3ccccc23)C(=O)N1c1ccc(F)cc1 returned Nrf2 ARE act -0.2%, CCT chaperon mod 1.1, EPAC2 antagonist 14%, TGFb SMAD3 inh -14%, EPAC2 ag 2%, pAkt inh inactive, Nrf2 inh inconclusive, Mm-Cpn inhibitor 1% and A549 viability -18%.
Screening COc1cc(SC)ccc1C(=O)N1CCN(Cc2ccc3c(c2)OCO3)CC1 returned Nrf2 ARE act 1.0%, CCT chaperon mod -0.6, EPAC2 antagonist -14%, TGFb SMAD3 inh inconclusive, EPAC2 ag 8%, pAkt inh inactive, Nrf2 inh 15µM*, Mm-Cpn inhibitor 3% and A549 viability -3%.
`CCCCCCc1nc2ccccc2c(=O)n1N` gave Nrf2 ARE act 7.0%, CCT chaperon mod -1.3, EPAC2 antagonist -7%, TGFb SMAD3 inh 0%, EPAC2 ag -1%, pAkt inh inactive, Mm-Cpn inhibitor 0% and A549 viability 0%.
CC(C)Cn1c(SCC(=O)Nc2ccc(Cl)cc2F)nc(O)cc1=O was read as Nrf2 ARE act -0.3%, CCT chaperon mod -1.4, EPAC2 antagonist -9%, TGFb SMAD3 inh 3%, EPAC2 ag 16%, pAkt inh inactive, Nrf2 inh -7%, Mm-Cpn inhibitor -2% and A549 viability -17%.
`C=C(C)c1cccc(C(C)(C)NC(=O)Nc2ccc3[nH]c(=O)[nH]c3c2)c1` gave Nrf2 ARE act -0.1%, CCT chaperon mod 1.5, EPAC2 antagonist -8%, TGFb SMAD3 inh -12%, EPAC2 ag -9%, pAkt inh inactive, Nrf2 inh -20%, Mm-Cpn inhibitor 0% and A549 viability -2%.
For Cc1ccc(-c2nnc(-c3ccccc3)c(-c3ccccc3)n2)cc1 the results were Nrf2 ARE act 2.3%, CCT chaperon mod 0.1, EPAC2 antagonist -4%, TGFb SMAD3 inh 3%, EPAC2 ag 0%, pAkt inh inactive, Nrf2 inh -14%, Mm-Cpn inhibitor 1% and A549 viability 20%.
`c1ccc(CSc2nnc(-c3cccnc3)o2)cc1` gave Nrf2 ARE act 5.0%, CCT chaperon mod -0.8, EPAC2 antagonist -4%, TGFb SMAD3 inh 3%, EPAC2 ag 8%, pAkt inh inactive, Nrf2 inh 10%, Mm-Cpn inhibitor -1% and A549 viability 4%.
`COC(=O)c1cccc(NC(=S)NCc2ccc(Cl)cc2)c1` gave Nrf2 ARE act -0.5%, CCT chaperon mod 0.4, EPAC2 antagonist 1%, TGFb SMAD3 inh -3%, EPAC2 ag 6%, pAkt inh inactive, Nrf2 inh -24%, Mm-Cpn inhibitor -2% and A549 viability 4%.
For COC(=O)[C@@]12CCCN1[C@H](c1ccc(-c3cccc(Cl)c3)cc1)[C@H]1C(=O)N(C)C(=O)[C@H]12 the results were Nrf2 ARE act 0.2%, CCT chaperon mod -0.1, EPAC2 antagonist 9%, TGFb SMAD3 inh inconclusive, EPAC2 ag 4%, pAkt inh inactive, Nrf2 inh -1%, Mm-Cpn inhibitor -8% and A549 viability -4%.
`COc1ccccc1C=NC(CO)C(O)c1ccc([N+](=O)[O-])cc1` (centres undefined) gave Nrf2 ARE act 2.7%, CCT chaperon mod -0.7, EPAC2 antagonist 5%, TGFb SMAD3 inh inconclusive, EPAC2 ag -1%, pAkt inh inactive, Mm-Cpn inhibitor 2% and A549 viability 2%.
`COc1ccc(N(CCC(=O)O)S(=O)(=O)c2ccc(C)c(C)c2)cc1` gave Nrf2 ARE act 0.0%, CCT chaperon mod 1.5, EPAC2 antagonist -2%, TGFb SMAD3 inh -7%, EPAC2 ag -4%, pAkt inh inactive, Nrf2 inh -13%, Mm-Cpn inhibitor -5% and A549 viability -9%.
For CCCS(=O)(=O)N1CCN(S(=O)(=O)c2ccc(F)cc2)CC1 the results were Nrf2 ARE act -0.8%, CCT chaperon mod 0.1, EPAC2 antagonist -1%, TGFb SMAD3 inh 8%, EPAC2 ag 5%, pAkt inh inactive, Nrf2 inh -5%, Mm-Cpn inhibitor 0% and A549 viability 0%.
`COCCn1c(C)cc(C(=O)COC(=O)CNC(=O)c2ccco2)c1C` gave Nrf2 ARE act -0.7%, CCT chaperon mod -3.2, EPAC2 antagonist -5%, TGFb SMAD3 inh 2%, EPAC2 ag 12%, pAkt inh inactive, Nrf2 inh 16%, Mm-Cpn inhibitor 1% and A549 viability 2%.
